Screens from PubChem.
RNase H inhibition – RNase H inhibition, HIV 1 Gag Pol polyprotein, FRET biochemical assay, screening (AID 372) | HIV-1 RT RNase H, FRET RNA/DNA substrate fluorescence; higher % means a stronger effect | one-dose inhibition, % at 10 µM; IC50 in µM for titrated hits | actives 0.77% (n = 100,000); in the data active = inhibition above about 50%
* hit, by the source's call; & = joins results of further samples. These rows are one share of the data; the hit share may differ from the screen's.

A first look:
Structure | RNase H inhibition
COc1ccc(C2C(C(=O)/C=C/c3ccccc3)=C(O)C(=O)N2CCCCCC(=O)O)cc1OC (centres undefined) | 5.0%
O=C(Nc1ccc2nn(-c3ccc(F)cc3)nc2c1)c1ccccc1I | 7.0%

The list itself, from the first entry:
Structure | RNase H inhibition
COc1ccc(C2C(C(=O)/C=C/c3ccccc3)=C(O)C(=O)N2CCCCCC(=O)O)cc1OC (centres undefined) | 5.0%
O=C(Nc1ccc2nn(-c3ccc(F)cc3)nc2c1)c1ccccc1I | 7.0%
COc1cc(/C=C2/SC(=S)N(CC(=O)O)C2=O)ccc1OCc1ccc(Br)cc1 | 22.0%
Cc1ccc(OCC(=O)N/N=C\c2cccs2)cc1 | 12.0%
CC1=C(C(=O)OC(C)C)C(c2cccc3ccccc23)C2=C(CC(c3ccc(Cl)cc3)CC2=O)N1 (centres undefined) | 0.0%
O=[N+]([O-])c1ccc(N=Cc2ccc3ccccc3c2)cc1 | 37.0%
CCCCc1c(C)nc2ccc(C(=O)O)cc2c1Cl | 5.0%
CCC(=O)Nc1cccc2c1C(=O)c1ccccc1C2=O | 0.0%
Cc1ccc(C)c(NC(=O)C(CC(C)C)N2C(=O)c3cc(Cl)c(Cl)cc3C2=O)c1 (centres undefined) | 18.0%
O=c1[nH]c(SCc2ccccc2)nc2ccccc12 | 4.0%&5.0%
O=C1NC(=S)N/C1=C\c1ccc(-c2cccc([N+](=O)[O-])c2)o1 | 14.0%
O=C(/C=C/c1ccc(I)cc1)c1ccncc1 | 8.0%
Cc1ccc(OCC(=O)O/N=C(\N)c2ccccn2)c(C)c1 | 0.0%
COc1cc(C=C2C(=O)N(C)C(=S)N(C)C2=O)ccc1OCc1ccc(Cl)cc1 | 7.0%
COc1ccc(-c2csc(NC(=O)C(OC(C)=O)c3ccccc3)n2)cc1 (centres undefined) | 7.0%
c1cc2c3c(cccc3c1)-c1nc3nonc3nc1-2 | 0.0%
COc1ccc(/C=C2/N=C(N)SC2=O)cc1 | 15.0%
O=C(Nc1ccc2c(c1)OCCO2)c1ccccc1Br | 4.0%
COC(=O)C1=C(C)NC(=O)N(C(C)=O)C1c1cccs1 (centres undefined) | 3.0%
COc1cc(C2Nc3ccccc3-c3nnc(SCc4ccc(C)cc4)nc3O2)cc(OC)c1O (centres undefined) | 10.0%
CCOC(=O)c1c(NC(=O)CCCOc2ccccc2)sc2c1CCC2 | 10.0%
Cc1nc(SCc2ccc([N+](=O)[O-])cc2)nc2ccccc12 | 10.0%
Cc1ccc(C(=O)O)cc1N1C(=O)c2cccc3c([N+](=O)[O-])ccc(c23)C1=O | 8.0%
Cc1cccc(N2C(=O)c3cccnc3C2=O)c1 | 6.0%
CCOC(=O)C1=C(O)/C(=C/c2ccc(N(C)C)cc2)SC1=Nc1ccc(Cl)cc1 | 20.0%
CCCCC(=O)N1c2c(C)cccc2C(Nc2ccccc2C)CC1C (centres undefined) | 3.0%
Nc1nc(SCc2ccc(Cl)cc2)nc2sc3c(c12)CCN(Cc1ccccc1)C3 | 9.0%
C/C(=N\N=C1\NC(=O)C(CC(=O)Nc2ccc(F)cc2)S1)C(C)(C)C (centres undefined) | 5.0%
O=C(O)/C=C/C(=O)Nc1ccc(C2(c3ccc(NC(=O)/C=C/C(=O)O)cc3)c3ccccc3-c3ccccc32)cc1 | 14.0%
Cc1ccccc1-c1cc(-c2ccccc2O)n[nH]1 | 18.0%
COc1ccc(-c2nc(-c3ccccc3)c(-c3cc([N+](=O)[O-])ccc3C)[nH]2)c(OC)c1 | 40.0%
CCOC(=O)c1c(NC(=O)COc2cc(Cl)ccc2Cl)sc(C)c1C | 7.0%
CCOC(=O)C1=C(C)N=c2s/c(=C\c3ccc(OCc4ccc(Cl)cc4Cl)cc3)c(=O)n2C1c1ccccc1Cl (centres undefined) | 9.0%
Cc1c(C(=O)N2CCN(c3ccc([N+](=O)[O-])cc3)CC2)oc2ccccc12 | 3.0%
Cc1ccc2nc(/C(C#N)=C/c3cc(Br)c(O)c(Br)c3)[nH]c2c1 | 2.0%
COc1cc(NC(=O)Cc2cccs2)cc(OC)c1 | 1.0%
COc1cc(/C=C2\SC(=S)N(C(C)C)C2=O)ccc1O | 14.0%
CCOC(=O)c1sc(NC(=O)c2ccc(Cl)cc2[N+](=O)[O-])nc1C | 11.0%
COc1cccc(NC2=NS(=O)(=O)c3cc([N+](=O)[O-])ccc32)c1 | 12.0%
COC(=O)/C=C(\C)NC(=O)c1ccc(F)cc1 | 0.0%
CCCCNCCCCOc1cccc(Cl)c1 | 6.0%
Fc1ccc(NC(=S)N(CCN(C(=S)Nc2ccc(F)cc2)c2ccccc2)c2ccccc2)cc1 | 6.0%
Cc1cc(Cl)ccc1OCC(=O)Nc1ccc(C(N)=O)cc1 | 18.0%
O=C1c2cccc([N+](=O)[O-])c2C(=O)N1c1ccc(Cl)c(Cl)c1 | 1.0%
O=C(CNC(=O)c1ccccc1F)N/N=C/c1cccs1 | 2.0%
N#C/C(=C\Nc1ccccc1)c1nc(-c2cc3cc(Br)ccc3oc2=O)cs1 | 0.0%
CCC(C(=O)Nc1cccc(Br)c1)c1ccccc1 (centres undefined) | 0.0%
Clc1ccc(COc2cccc(/C=N/n3cnnc3)c2)c(Cl)c1 | 50.0%*
O=C(Nc1ccc2c(c1)C(=O)N(c1ccccc1)C2=O)c1ccccc1Cl | 36.0%
COC(=O)c1c(NC(=O)c2cnccn2)sc2c1CCCCCC2 | 8.0%
COc1cc(/C=C2\C(=O)N(c3cccc(C(=O)O)c3)N=C2C)cc([N+](=O)[O-])c1O | 23.0%
CCOC(=O)C1=C(C)N=c2s/c(=C\c3cccc4ccccc34)c(=O)n2C1c1ccc(C)cc1 (centres undefined) | 14.0%
O=C(O)C(NC(=O)c1ccccc1)=C1CCCCC1 | 2.0%
CCN(CC)c1ccc2c(c1)Oc1ccc(Nc3ccccc3Cl)cc1C21OC(=O)c2ccccc21 (centres undefined) | 21.0%
CC(C)(C)c1ccc(S(=O)(=O)Nc2nccs2)cc1 | 5.0%
C=CCNC(=O)CN(c1cccc(Br)c1)S(=O)(=O)c1ccccc1 | 6.0%
COc1ccc(C(=O)Nc2cc(C(F)(F)F)ccc2Cl)cc1 | 2.0%
COc1ccc(OC)c(CN2CCN(C(=O)c3ccc([N+](=O)[O-])cc3)CC2)c1 | 7.0%
O=C(Nc1cccc(-c2nc3cc(Cl)ccc3o2)c1)c1ccc(-c2ccccc2[N+](=O)[O-])o1 | 24.0%
C=CCN1C(=O)/C(=C/c2ccc(-c3ccccc3C(=O)O)o2)SC1=S | 12.0%

2 entries from above, field by field:
> COC(=O)c1c(NC(=O)c2cnccn2)sc2c1CCCCCC2
  RNase H inhibition = 8.0%
> COc1cc(/C=C2\SC(=S)N(C(C)C)C2=O)ccc1O
  RNase H inhibition = 14.0%

Remaining list, next part.
Structure | RNase H inhibition
O=C1NC(=S)N/C1=C/c1ccc(OCc2cccc(C(=O)O)c2)cc1 | 7.0%
COc1ccc2c(c1)NC(C)(C)c1sn(-c3ccccc3C)c(=S)c1-2 | 27.0%
C=CCN1C(=O)OC2(CCCCC2)C1(C)O (centres undefined) | 4.0%
O=C1NN(c2ccccc2)C(=O)/C1=C\c1ccco1 | 16.0%
Cc1ccc2nc(-c3ccc(N=Cc4cc5c(cc4[N+](=O)[O-])OCO5)cc3)sc2c1 | 10.0%
COc1ccc(N(CC(=O)Nc2ccc(F)cc2)S(=O)(=O)c2ccccc2)cc1 | 1.0%
COCCOC(=O)C1=C(C)N(C)C(=O)NC1c1cc(Br)c(O)c(OC)c1 (centres undefined) | 11.0%
CCOC(=O)C1=C(C)N=c2s/c(=C\c3ccc(OCc4ccccc4Cl)c(OC)c3)c(=O)n2C1c1ccccc1 (centres undefined) | 3.0%
Cc1ccc(/C=C(\C#N)c2nn(-c3ccccc3)c(N)c2C#N)cc1 | 15.0%
O=C(COc1ccc2c(c1)oc(=O)c1ccccc12)OCc1ccccc1 | 12.0%
O=C(Nc1cccc(C(F)(F)F)c1)C(F)(F)F | 0.0%
COc1ccc(/C=C2\C(=O)N(c3nc(-c4ccc(C)cc4)cs3)N=C2C)cc1 | 41.0%
CC(=O)Nc1ccc(Oc2ccccc2)cc1 | 3.0%
Cc1ccc(NCC(=O)N/N=C\C=N/NC(=O)CNc2ccc(C)cc2)cc1 | 6.0%
O=C(NCC1CCCO1)/C(=C/c1cccc(Oc2ccccc2)c1)NC(=O)c1ccccc1 (centres undefined) | 0.0%
CCCN=Cc1c(O)n(C2CCCCC2)c(=O)n(C2CCCCC2)c1=O | 20.0%
CCOc1ccccc1N(CC(=O)Nc1ccccc1Cl)S(=O)(=O)c1ccccc1 | 9.0%
COCCNC(=O)c1ccc(CN(c2ccccc2)S(C)(=O)=O)cc1 | 16.0%
C=CCc1ccc(OCCOCCOc2ccc(C=O)cc2)c(OC)c1 | 14.0%
O=c1/c(=C\c2cccc(OS(=O)(=O)c3cccc([N+](=O)[O-])c3)c2)sc2nc3ccccc3n12 | 12.0%
Cc1ccsc1/C=N/NC(=O)c1ccccc1N(Cc1ccccc1)S(C)(=O)=O | 11.0%
COc1cc(/C=N/N=C(\N)c2nonc2N)ccc1O | 6.0%
COc1ccc2c(c1OC)C(=O)OC2Nc1nccs1 (centres undefined) | 2.0%
Cc1cc(C)cc(OCCOc2ccc(Br)cc2/C=C2\SC(=S)NC2=O)c1 | 20.0%
O=C(NCc1ccccc1)c1cc2ncc(Br)cn2n1 | 0.0%
COc1ccccc1NC(=O)/C(=C/c1ccc(Br)cc1)NC(=O)c1ccccc1 | 2.0%
CC(C)(C)C1(C)OC(=O)C(=Cc2ccc(OCc3ccccc3)cc2)C(=O)O1 (centres undefined) | 8.0%
CCOc1cc(CNCc2cc(OC)cc(OC)c2)ccc1OC | 14.0%
O=[N+]([O-])c1ccc(N2CCCCC2)c(Cl)c1N1CCCCC1 | 5.0%
Cc1cccc(C=Nc2cc(C(C)(C)C)ccc2O)c1O | 9.0%
CC(C)(C)c1cc(CO)c(O)c(C(C)(C)C)c1 | 8.0%
O=C(COc1ccc(Cl)cc1)Nc1ncc(S(=O)(=O)c2ccc([N+](=O)[O-])cc2)s1 | 12.0%
COc1ccc(/C(C)=N/NC(=O)c2ccc(N(C)C)cc2)cc1 | 3.0%
CC(=O)NS(=O)(=O)c1ccc(NC(=O)/C=C/c2ccc(C(C)(C)C)cc2)cc1 | 7.0%
COc1ccc(C2CC(=O)C3=C(C2)Nc2ccccc2NC3c2ccc(Cl)c(Cl)c2)cc1OC (centres undefined) | 25.0%
Oc1ccc2ccccc2c1C1NN=C(c2ccccc2)S1 (centres undefined) | 22.0%
Cc1ccc2nsnc2c1NC(=O)COc1ccccc1[N+](=O)[O-] | 6.0%
Cc1c(N=Cc2cc(Br)cc(Br)c2O)c(=O)n(-c2ccccc2)n1C | 2.0%
COc1ccc(C=Nc2ccccc2Cl)c2ccccc12 | 31.0%
COc1cc(OC)cc(C(=O)N2CCN(Cc3ccc4ccccc4c3)CC2)c1 | 21.0%
COC(=O)C1(C(=O)OC)C(c2ccccc2)C1(C(=O)OC)C(=O)OC | 7.0%
Cc1cccc(NC(=O)c2cccc(C(=O)Nc3cccc(C)c3)c2)c1 | 38.0%
COc1cccc(/C=N/NC(=O)C(C)Nc2cccc3ccccc23)c1O (centres undefined) | 15.0%
Cc1c(/C=C/c2nc3ccccc3c(=O)n2-c2ccc([N+](=O)[O-])cc2)c2ccccc2n1C | 0.0%
Cc1ccnc(N/N=C/c2ccco2)n1 | 7.0%
Cc1cc(C)c2c(N)c(C(=O)c3ccc(Br)cc3)sc2n1 | 1.0%
COc1ccc(/C=C2\SC(=S)N(C)C2=O)cc1 | 4.0%
CCC(=O)N1c2ccccc2NC2=C(C(=O)CC(c3ccccc3)C2)C1c1ccc([N+](=O)[O-])cc1 (centres undefined) | 7.0%
Cc1oc(-c2ccccc2)cc1C(=O)Nc1ccccc1 | 7.0%
Cc1cccc(N=C2NC(=O)CS2)c1 | 0.0%
O=C(O)c1cccc(NC(=O)c2cccc(F)c2)c1 | 1.0%
O=C(c1ccc2c(c1)c1ccccc1n2-c1ccccc1)C(F)(F)F | 10.0%
Cc1cc2ncn(CC(O)COc3ccc4ccccc4c3)c2cc1C (centres undefined) | 4.0%
Cc1ccc(S(=O)(=O)N2CCCC2C(=O)N2CCCCC2)cc1 (centres undefined) | 8.0%
COc1ccc(Br)cc1C(=O)Nc1c(C)ccc2nsnc12 | 14.0%
O=C1/C(=C/c2ccccc2C(F)(F)F)SC(=S)N1c1ccccc1 | 12.0%
CC(C)CCNC(=O)c1cc([N+](=O)[O-])ccc1Cl | 0.0%
CC(Oc1cc2oc(=O)c3c(c2cc1Cl)CCCC3)C(=O)c1ccccc1 (centres undefined) | 23.0%
Cc1ccc(S(=O)(=O)NNC(=O)Nc2cccc3ccccc23)cc1 | 1.0%
CCCC(=O)Nc1c(C)ccc2nsnc12 | 0.0%

(listing goes on)
Structure | RNase H inhibition
COc1ccc(-c2cccc(=O)o2)cc1 | 0.0%
Cc1cccc(Cl)c1OCCOCCNCCO | 5.0%
CCOC(=O)c1sc(NC(=O)/C=C/c2ccc3c(c2)OCO3)c(C(=O)OCC)c1C | 9.0%
CCOc1ccc(/C=C2/SC(=S)N(CC(=O)O)C2=O)cc1 | 9.0%
O=C(CC(c1ccccc1)c1ccccc1)Nc1ncc(S(=O)(=O)c2ccc([N+](=O)[O-])cc2)s1 | 15.0%
Cc1ccc(-c2nnc(SCC(=O)Nc3ccc(F)cc3)o2)cc1 | 16.0%
CCOc1ccc(N2C(=O)S/C(=C\c3ccc(C)cc3)C2=O)cc1 | 15.0%
